Source: PubChem (National Center for Advancing Translational Sciences (NCATS))
Tb PYK inh: T. brucei pyruvate kinase inhibition; Q57TT1; TbPYK enzyme, Kinase-Glo Plus ATP luminescence, 45 min; Potency, µM (highest dose often 76.8 µM), without a hit: at the top dose activity, negative = inhibition, actives largely listed as inhibitors; hit rate 0.12% among 410,000; AID 624173; also: nearly all actives have a fitted effect of over 50% in size
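TbPYK + substrate in 50 mM TEA pH 7.2, 100 mM KCl, 10 mM MgCl2, 0.05% BSA, 0.01% Tween-20; cpd pinned; ADP 130 uM final; 45 min RT; Kinase-Glo Plus 10 min; luminescence endpoint.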
Pf growth 48h: inhibits P. falciparum growth in the first generation, 48 h | hit rate 5.9% among 310,000 | P. falciparum luciferase growth in erythrocytes, 48 h | Potency, µM (highest dose often 28.7 µM), inactives show top-dose activity change, negative = inhibition, hits mostly inhibitors
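Compounds are pin-transferred into medium, infected erythrocytes (2% hematocrit, 0.1% parasitemia final) are added, and plates sit one parasite generation at 37 C in 5% CO2. Detection reagent is then added and luminescence measured.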
LmPK inhibitor: inhibitors of Leishmania mexicana pyruvate kinase. purified LmPK, Kinase-Glo ATP luminescence, 1 h. Potency, µM (series often up to 57.5 µM), inactives show at the highest dose activity change, negative = inhibition, most hits filed as inhibitors. hit rate 0.37% among 290,000. AID 1721. Q27686
Target sequence (Q27686 whole entry, looked up): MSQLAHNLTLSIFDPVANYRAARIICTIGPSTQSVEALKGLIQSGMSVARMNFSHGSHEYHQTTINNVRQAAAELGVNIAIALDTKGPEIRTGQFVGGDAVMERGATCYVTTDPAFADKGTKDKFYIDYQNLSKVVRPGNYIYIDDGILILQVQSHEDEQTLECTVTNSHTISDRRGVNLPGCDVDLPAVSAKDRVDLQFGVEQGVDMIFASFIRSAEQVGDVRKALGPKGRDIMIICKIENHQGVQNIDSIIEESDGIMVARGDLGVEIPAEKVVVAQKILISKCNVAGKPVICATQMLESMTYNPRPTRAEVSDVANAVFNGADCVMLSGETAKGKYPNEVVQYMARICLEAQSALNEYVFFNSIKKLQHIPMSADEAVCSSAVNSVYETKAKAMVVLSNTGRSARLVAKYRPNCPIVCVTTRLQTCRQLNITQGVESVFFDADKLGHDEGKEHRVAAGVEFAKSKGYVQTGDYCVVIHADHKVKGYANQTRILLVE
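In 50 mM imidazole pH 7.2 with 7 mM MgCl2, LmPK (0.1 nM) turned over PEP (0.5 mM) and ADP (0.1 mM) for 1 h at room temperature. Luciferase read-out of ATP.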
Sm TGR inh: S. mansoni TGR enzyme inhibition | Q962Y6 | purified TGR, DTNB reduction, TNB absorbance 405 nm | Potency, µM (titrated, usually from 114 µM), inactives show top-dose activity change, negative = inhibition, hits mostly inhibitors | hit rate 3% among 360,000 | AID 485364; also: nearly all actives have a fitted effect of over 60% in size
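Kinetic colorimetric format: TGR-catalysed, NADPH-driven DTNB reduction monitored via TNB absorbance. Enzyme dispensed at 20 nM; compound exposure 15 min at room temperature before reaction start.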
Pf growth 96h: P. falciparum growth inhibition at 96 hours. hit rate 6.9% among 320,000. P. falciparum luciferase reporter growth, 96 h. AID 504834. Potency, µM (top dose mostly 28.7 µM), for the others: at the top dose activity change, negative = inhibition, usual class: inhibitors
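Luminescence readout: decreased luciferase signal marks inhibited growth of reporter-expressing P. falciparum in infected red cells (2% hematocrit, 0.05% parasitemia final), exposed to compound two generations (96 h, 37 C, 5% CO2).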
HCV inh: blocks hepatitis C virus | Huh7.5.1 HCVcc-Cre infection, luciferase reporter, 44 h | Potency, µM (highest dose often 41.8 µM), for inactives: at the highest dose activity change, negative = inhibition, most hits filed as inhibitors | hit rate 3.4% among 340,000 | AID 651820
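A cell-based infection assay in which seeded cells (1,000 per well) receive test compound after 4 h, are inoculated with HCVcc-Cre at approximately 0.5 moi, and are incubated 44 h before luminescence detection.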
An asterisk follows results filed as active; ? = inconclusive; nt = not tested or not shown; & = joins results of further samples; [ ] = another dose, or the depositor's remark. Calls follow the shape of the dose curve; as a rule, active = well fitted curve in the direction sought with a large enough effect; inconclusive = small, poorly fitted or top-dose-only effect, or another doubt; inactive = no such curve, though single readings can be large; an effect the other way counts as inactive or inconclusive. % is scaled to controls: 0 for no effect and ±100 for the full control effect; potency is read from the fitted curve at half-maximal effect.

SMILES | Tb PYK inh | Pf growth 48h | LmPK inhibitor | Sm TGR inh | Pf growth 96h | HCV inh
CCN(CCCNC(=O)C1CCN(S(=O)(=O)c2cccc3nonc23)CC1)Cc1ccccc1 | -18% | -16% | -1% | -21% | 375%[activator] | ?
N#CC1=C(N)SC(N)=C(C#N)C1c1ccnc2ccccc12 | -13% | 0% | 5% | ? | nt | 10%
CC1CCc2nn(CC(=O)NCCCN3CCOCC3)cc2C1 (stereo not given) | 4% | 17% | 11% | -4% | -5% | 12%
COc1cc(C2C(C#N)=C(N)N(c3ccc(F)cc3)C3=C2S(=O)(=O)CC3)ccc1O (stereo not given) | ? | -17% | 0% | 45µM* | 53%[activator] | 3%
O=c1[nH]c2ccc(NS(=O)(=O)c3ccc([N+](=O)[O-])cc3)cc2[nH]1 | 1% | 23% | 13% | ? | 10% | -19%
O=C(CSc1nnc(COc2ccc(Cl)cc2)o1)N1CCCCC1 | 3% | 0% | -2% | -12% | 36% | 1%
O=C(Cn1cc(C(F)(F)F)ccc1=O)N/N=C/c1ccc(O)cc1 | 6% | 59%[activator] | -6% | -6% | 35%[activator] | 4%
O=C(Nc1ccc2c(c1)CCC2)c1c(F)cccc1Cl | 3% | 370%[activator] | -2% | -11% | 459%[activator] | 10%
O=C(Nc1ccccc1)c1sc(N2CCOCC2)nc1-c1ccccc1 | 34% | 0% | -2% | -4% | ? | -3%
CCCCCCCCCCCCCC(=O)O | -6% | 34%[activator] | nt | -10% | ? | -2%
CC(=O)Oc1cccc(N2C(=O)c3ccc(C(=O)O)cc3C2=O)c1 | -3% | 17% | -20% | 0% | ? | 11%
COc1ccc(NC(=O)CN(C)C(=O)c2n[nH]c3ccccc23)cc1 | 0% | 42%[activator] | nt | 1% | 82%[activator] | 1%
CCOc1ccccc1-c1nc(CN2CCCN(C(=O)c3ccco3)CC2)c(C)o1 | 7% | ? | 0% | -27% | -28% | nt
Cc1cccc(NC(=S)N(C)C2CCCCC2)c1 | -1% | -20% | -8% | 2% | -2% | -2%
CCO[C@H]1OC(C(N)=O)=C[C@@H](C)[C@@H]1CCCO | 0% | 0% | 3% | -4% | 0% | -7%
COc1ccccc1N1CCN(C(=O)CN2C(=O)C3CCCCC3C2=O)CC1 (stereo not given) | 0% | 8% | -6% | 0% | 21% | 1%
COc1ccc(CNCc2cc(Cl)ccc2O)cc1 | 4% | 9.3µM* | nt | -3% | 13µM* | ?
CCOc1ccc(C(C)=O)cc1COC(=O)CN1C(=O)NC2(CCCC2)C1=O | -7% | 13µM* | nt | 10µM* | 5.2µM* | ?
O=c1[nH]c2cc3c(cc2cc1CN(Cc1ccco1)C(=S)NCC1CCCO1)OCCO3 (stereo not given) | -6% | -6% | -1% | -2% | ? | ?
CCOC(=O)N1CCN(S(=O)(=O)c2ccc(OC)c3ccccc23)CC1 | -4% | -13% | 1% | 6% | -37% | ?

A different layout for 4 compounds above:
> CCOc1ccccc1-c1nc(CN2CCCN(C(=O)c3ccco3)CC2)c(C)o1
  Tb PYK inh: 7%; Pf growth 48h: ?; LmPK inhibitor: 0%; Sm TGR inh: -27%; Pf growth 96h: -28%; HCV inh: nt

> Cc1cccc(NC(=S)N(C)C2CCCCC2)c1
  Tb PYK inh: -1%; Pf growth 48h: -20%; LmPK inhibitor: -8%; Sm TGR inh: 2%; Pf growth 96h: -2%; HCV inh: -2%

> CCO[C@H]1OC(C(N)=O)=C[C@@H](C)[C@@H]1CCCO
  Tb PYK inh: 0%; Pf growth 48h: 0%; LmPK inhibitor: 3%; Sm TGR inh: -4%; Pf growth 96h: 0%; HCV inh: -7%

> COc1ccccc1N1CCN(C(=O)CN2C(=O)C3CCCCC3C2=O)CC1 (stereo not given)
  Tb PYK inh: 0%; Pf growth 48h: 8%; LmPK inhibitor: -6%; Sm TGR inh: 0%; Pf growth 96h: 21%; HCV inh: 1%

Further results
SMILES | Tb PYK inh | Pf growth 48h | LmPK inhibitor | Sm TGR inh | Pf growth 96h | HCV inh
O=C(CCc1ccccc1)NNC(=O)c1ccccc1C(=O)O | -8% | 3% | -4% | 5% | 41%[activator] | 27%
CN(C)S(=O)(=O)c1cccc(NC(=O)CN(CCO)CC(=O)Nc2cccc(S(=O)(=O)N(C)C)c2)c1 | -4% | -1% | 3% | -17% | 1% | 5%
Cc1ccc(C2CC(c3ccc(C)cc3)n3nc(N)nc3N2)cc1 (stereo not given) | -4% | -3% | 5% | -3% | -6% | 2%
CS(=O)(=O)N(CC(=O)NC1CC1)C1CCCCC1 | -2% | -20% | -6% | -15% | -6% | -6%
CC(C)c1ccc(N(CC(=O)O)S(=O)(=O)c2cccnc2)cc1 | -1% | nt | 5% | 1% | -3% | -3%
COc1cccc(/C=N/n2c(-c3cc(C)[nH]n3)n[nH]c2=S)c1O | ? | 34%[activator] | 2% | -13% | 40%[activator] | 14%
COC(=O)c1cccc(C(=O)Nc2cnc3ccccc3c2)n1 | 2% | 0% | 2% | 6% | 11% | -7%
O=C(Nc1ccc2nsnc2c1)N1CCCCCC1 | 11% | nt | -10% | -2% | 109%[activator] | -13%
O=C(O)c1cn(-c2ccc(N3CCCC3)c(F)c2)c2c(F)c(F)c(F)cc2c1=O | -2% | 19% | 0% | -25% | 2% | -9%
CCOC(=O)N1CCN(C(=O)C(C)c2ccc([N+](=O)[O-])cc2)CC1 (stereo not given) | -5% | 8% | -6% | ? | ? | 14%
C=CCOC(=O)Nc1c(C(=O)OC)[nH]c2ccccc12 | -2% | ? | 8% | -22% | 27% | 10µM*
CCC(C)c1ccccc1NC(=O)CN(C)CCOc1ccc(Cl)cc1 (stereo not given) | 0% | ? | 3% | 2% | ? | 2%
Cn1c(=O)n(C)c2cc([N+](=O)[O-])c(N3CCN(C(=O)c4ccccc4Cl)CC3)cc21 | 2% | -29% | 9% | 13% | ? | ?
O=C(COC(=O)Cc1c(Cl)cccc1Cl)NCCC1=CCCCC1 | -11% | -25% | 1% | -3% | 145%[activator] | -18%
O=C(Nc1ccc2ccccc2c1)c1cccc([N+](=O)[O-])c1 | -9% | 39%[activator] | -1% | 19% | ? | 2%
COC(=O)c1c(C)oc2ccc(N(C(=O)c3ccncc3)S(=O)(=O)c3ccc(C)cc3)cc12 | -2% | 7% | -1% | 27% | nt | ?
Cc1ccc(CNC(=O)CCOc2ccc(C(C)(C)C)cc2)cc1 | 0% | nt | 7% | -19% | ? | 9%
CCCn1nnc(NC(=O)c2ccc3ccccc3c2)n1 | 0% | 175%[activator] | -1% | 2% | 329%[activator] | ?
COc1ccc(C)cc1NC(=O)CN1C(=O)COc2ccc(C)cc21 | 0% | -10% | -16% | -6% | 5.2µM* | -18%
CCOCCC(=O)Nc1cc(Cl)ccc1OC | 2% | nt | 4% | 2% | 22% | -15%
O=C(Nc1ccccc1C(=O)O)c1cc(S(=O)(=O)Nc2cccc(F)c2)ccc1Cl | 1% | 3% | -1% | 2% | 6% | 7%
CCc1ccc(NC(=O)Cn2ncn3c(cc4ccccc43)c2=O)cc1 | 1%&-2% | 10% | -1% | -2%&1% | 1.5µM* | -4%
Cc1cccc(Cn2cnc3c(nnn3Cc3ccc(F)cc3)c2=O)c1 | -1% | ? | 2% | 6% | nt | -16%
O=C(NCCN1CCOCC1)c1cc2sccc2n1Cc1ccc(Cl)cc1 | 0% | ? | 1% | -9% | -8% | ?
CS(=O)(=O)N1CCCC(C(=O)Nc2ccccc2Cl)C1 (stereo not given) | -16% | 4% | -3% | 0% | -7% | 1%
COC(=O)c1cc(C(=O)OC)[nH]n1 | 4% | -12% | -8% | 9% | ? | 18%
O=C(Nc1ccccc1F)c1coc(=O)c(Br)c1 | -3% | -9% | 17% | -30% | 1% | 31%[activator]
O=C(NCc1cccnc1)Nc1ccc(F)cc1F | -3% | 43%[activator] | 1% | 2% | ? | 3%
N#Cc1ccccc1NC(=O)c1cccc(COc2ccc(Cl)cc2Cl)c1 | -10% | 283%[activator] | 2% | -3% | -15% | 4%
COc1ccc(/C=C/C(=O)NCC(=O)N2CCC(N(C)CCN3CCOCC3)CC2)cc1OC | 2% | -1% | -1% | -10% | 31% | 14%
CC1(C)CCc2c([nH]c3ccccc3c2=O)O1 | -12% | ? | -1% | 1% | ? | 25%
COc1ccccc1NS(=O)(=O)c1cc(NC(=O)Nc2cccc(C)c2)ccc1N1CCCCC1 | -4% | 3.7µM* | 2% | -1% | 3.7µM* | ?
COc1ccc(/C=N/NC(=O)c2c([N+](=O)[O-])c(C)nn2C)cc1 | 4% | 1% | 2% | -20% | 32%[activator] | 6%
CCc1ccc(NC(=O)C(=O)NNC(=O)COc2cccc(OC)c2)cc1 | 1% | 19% | -3% | 5% | 30%[activator] | 5%
CCn1c2ccccc2n2c(=O)c(=O)n(CC(=O)Nc3ccc(C(C)C)cc3)nc12 | -1% | 3% | 5% | -8% | 9% | -4%
COCCN1Cc2cccc(C(=O)NCc3cccs3)c2C1=O | 9% | ? | -4% | -1% | 13% | 8%
COc1ccc(C2CC(c3ccc(Br)cc3)=NN2C(=O)CSC2=NCCS2)cc1 (stereo not given) | 6% | ? | 2% | -28% | 4.7µM* | ?
Cc1ccc(OCC(=O)NNC(=O)c2cccnc2)cc1 | -8% | -3% | 3% | 2% | ? | 12%
C=CCOC(=O)C1=C(C)NC(=S)NC1/C=C/c1ccccc1 (stereo not given) | 3% | ? | 4% | 13% | ? | ?
COc1ccc(-c2coc3cc(O)ccc3c2=O)cc1O | -11% | 382%[activator] | -13% | 1% | -6% | ?

Two entries from above, in markdown.
| mol | Tb PYK inh | Pf growth 48h | LmPK inhibitor | Sm TGR inh | Pf growth 96h | HCV inh |
| --- | --- | --- | --- | --- | --- | --- |
| CCN(CCCNC(=O)C1CCN(S(=O)(=O)c2cccc3nonc23)CC1)Cc1ccccc1 | -18% | -16% | -1% | -21% | 375%[activator] | ? |
| Cc1ccc(CNC(=O)CCOc2ccc(C(C)(C)C)cc2)cc1 | 0% | nt | 7% | -19% | ? | 9% |

Continued.
SMILES | Tb PYK inh | Pf growth 48h | LmPK inhibitor | Sm TGR inh | Pf growth 96h | HCV inh
COc1ccc(CCNC(=O)C2CCCN2C(=O)Nc2ccc(F)cc2)cc1OC (stereo not given) | 4% | 14% | 6% | 0% | 5% | 3%
CC1CN(S(=O)(=O)c2cccc(C(=O)NNC(=O)C(C)Oc3ccccc3F)c2)CC(C)O1 (stereo not given) | -6% | -26% | nt | 4% | 5% | 20%
Cc1ccc(C2=NN(C(=O)CCC(=O)O)C(c3cccc([N+](=O)[O-])c3)C2)cc1 (stereo not given) | 5% | 0% | -5% | 0% | 23% | 8%
O=C(N=C1SC2CS(=O)(=O)CC2N1c1ccccc1)c1cccc([N+](=O)[O-])c1 (stereo not given) | -7% | ? | nt | -19% | ? | 2%
O=C(CSc1nc(C2CC2)nc2ccccc12)Nc1ccccc1Cl | 1% | 9% | -6% | 0% | -18% | 8%
Cc1cc(=O)[nH]c2cc(Cl)ccc12 | 0% | 19% | -14% | 4% | ? | 21%
O=C(COC(=O)C1CCN(S(=O)(=O)c2ccc3c(c2)OCCO3)CC1)NC1CCCCC1 | 0% | 1% | nt | -3% | 1% | 28%
COc1cc(C(=O)NC(C)Cc2ccccn2)ccc1OC1CCN(C(C)=O)CC1 (stereo not given) | -2% | -17% | -5% | 8% | 40%[activator] | -2%
Cc1occc1C(=O)NCCc1cccc(Cl)c1 | -3% | nt | 8% | 0% | 94%[activator] | 3%
Oc1ccc(Nc2ncnc3c2oc2ccccc23)cc1 | 7% | 31%[activator] | -8% | -10% | 27% | ?
Cc1ccccc1N1C(=O)NC(=O)/C(=C\c2cc(Br)c(N3CCOCC3)o2)C1=O | -4% | -3% | -14% | ? | ? | -6%
